Bioassay records from PubChem.
Pin1 inhibitor = human Pin1 inhibition; Q13526; Pin1 FP peptide displacement, HiFluor488, 10 min; Potency, µM (highest dose often 115 µM), for the others: top-dose activity, negative = inhibition, most hits filed as inhibitors; actives 0.009% (n = 390,000); active = well fitted inhibition curve with a large enough effect in the polarisation, with a control signal flat, not every such curve was filed as active; inconclusive = small, poorly fitted or top-dose-only effect, or effect the other way, or a change in a side signal; inactive = no such curve, though single readings can be large or run the other way; the % refers to the polarisation; note: potency is the fitted concentration of half-maximal effect; % is set by controls: 0 for no effect and ±100 for the full control effect
TrxR1 substrate = is turned over as a substrate by rat TrxR1; AID 588456; purified TrxR1 substrate turnover, NADPH consumption readout; O89049; actives 0.01% (n = 390,000); Potency, µM (doses to about 114 µM), without a hit: at the highest dose activity change, negative = substrate turnover; note: potency is the fitted concentration of half-maximal effect; % is set by controls: 0 for no effect and ±100 for the full control effect; nearly all actives have a fitted effect of over 50% in size
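Rat TrxR1, dispensed at 90 nM, was prereduced with 400 uM NADPH (final) for 5 min at ~22 deg C, then incubated with compound 15 min before 400 uM selenite. A first-read NADPH fluorescence drop versus no-compound background flagged substrates.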
rTrxR1 inhibitor = inhibitors of rat thioredoxin reductase 1. O89049. recombinant rTrxR1, NADPH fluorescence consumption, selenite substrate. Potency, µM (series often up to 114 µM), for inactives: at the highest dose activity change, negative = inhibition, most hits filed as inhibitors. AID 588453. actives 1% (n = 390,000); note: potency is the fitted concentration of half-maximal effect; % is set by controls: 0 for no effect and ±100 for the full control effect; nearly all actives have a fitted effect of over 65% in size
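Rat TrxR1 (90 nM in the dispensed reagent) was pre-reduced with 400 uM NADPH for 5 min at room temperature, then incubated with compound for 15 min. After 400 uM selenite was added, NADPH fluorescence (Ex 340/Em 450 nm) was followed for 8 min.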
USP1-UAF1 inh = USP1/UAF1 (human) deubiquitinase inhibition. O94782. recombinant USP1/UAF1, Ub-Rhodamine cleavage fluorescence. Potency, µM (series often up to 57.1 µM), without a hit: top-dose activity change, negative = inhibition, hits mostly inhibitors. actives 0.23% (n = 390,000). AID 743255; note: potency is the fitted concentration of half-maximal effect; % is set by controls: 0 for no effect and ±100 for the full control effect; nearly all actives have a fitted effect of over 60% in size; inactives centre near -12
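USP1/UAF1 complex (1 nM) preincubated 15 min at room temperature with compound, then Ub-Rho substrate (150 nM final) added. Kinetic fluorescence at 480/540 nm over 6 reads at 60 s intervals; 50 mM HEPES pH 7.8, 0.5 mM EDTA, 0.1 mg/ml BSA, 1 mM TCEP, 0.01% Tween-20.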
PI4K2A inh = PI4K2A (human) kinase inhibition; Q9BTU6; purified PI4K2A, ADP-Glo luminescence, 1 h; hits give low values; activity change, negative = inhibition, % at 76.9 µM; actives 0.13% (n = 420,000); in the data active = activity change below about -50%; inconclusive = mostly about -30% to -49%;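 note: -100% = wells without enzyme as full effect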
Target sequence (Q9BTU6 whole entry, looked up): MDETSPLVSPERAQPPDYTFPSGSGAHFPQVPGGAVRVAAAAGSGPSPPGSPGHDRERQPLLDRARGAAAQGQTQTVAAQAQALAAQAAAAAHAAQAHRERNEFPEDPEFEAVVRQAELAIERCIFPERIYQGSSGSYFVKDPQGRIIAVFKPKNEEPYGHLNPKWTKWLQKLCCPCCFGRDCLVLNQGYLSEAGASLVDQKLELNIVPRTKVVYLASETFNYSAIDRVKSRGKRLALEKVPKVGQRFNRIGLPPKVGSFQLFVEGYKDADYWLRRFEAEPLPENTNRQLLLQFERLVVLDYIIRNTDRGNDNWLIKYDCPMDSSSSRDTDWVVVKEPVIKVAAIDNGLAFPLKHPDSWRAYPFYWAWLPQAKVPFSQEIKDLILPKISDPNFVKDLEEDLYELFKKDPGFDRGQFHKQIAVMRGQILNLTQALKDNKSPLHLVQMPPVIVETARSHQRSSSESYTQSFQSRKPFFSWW
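PI4K2A activity was measured by ADP-Glo luminescence: enzyme (4 ug/mL stock) and phosphatidylinositol (1.2 mM stock) in Tris pH 7.5/MgCl2/EGTA/Triton X-100 buffer were reacted with ATP (300 microM stock) for one hour at ambient temperature.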
HP1b binding inh = inhibitors of HP1-beta chromodomain binding to methylated histone tails; P83916; AlphaScreen HP1-beta / biotin-H3K9me3 peptide binding; Potency, µM (titrated, usually from 114 µM), inactives show at the highest dose activity change, negative = inhibition, actives largely listed as inhibitors; actives 0.56% (n = 390,000); note: potency is the fitted concentration of half-maximal effect; nearly all actives have a fitted effect of over 70% in size; inactives centre near 23
Target sequence (P83916 whole entry, looked up): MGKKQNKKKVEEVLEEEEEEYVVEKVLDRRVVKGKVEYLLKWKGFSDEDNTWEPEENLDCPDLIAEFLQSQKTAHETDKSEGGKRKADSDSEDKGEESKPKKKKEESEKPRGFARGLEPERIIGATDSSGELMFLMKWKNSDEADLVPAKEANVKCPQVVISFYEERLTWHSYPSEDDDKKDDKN
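Compound inhibition of the preformed complex between 50 nM HP1-beta and 50 nM biotinylated H3K9me3 peptide was read by AlphaScreen. Buffer was PBS pH 7.4 with 0.01% Tween-20. Incubations ran 30 min at room temperature, with 10 ug/mL donor/acceptor beads.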
GLS inh = blocks human kidney-isoform glutaminase activity; Potency, µM (top dose mostly 45.5 µM), for inactives: at the highest dose activity change, negative = inhibition, most hits filed as inhibitors; O94925; GLS enzymatic activity, qHTS titration; actives 0.21% (n = 410,000); note: potency is the fitted concentration of half-maximal effect; % is set by controls: 0 for no effect and ±100 for the full control effect
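Glutamate formation by hKGA was monitored fluorometrically using coupled glutamate oxidase, HRP and Amplex Red. Substrate was added as 1 mM L-glutamine solution; incubation was 30 min at RT after an initial read.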
Tb PGK inh = T. brucei PGK inhibition; P07378; Potency, µM (doses to about 57.5 µM), for inactives: at the highest dose activity change, negative = inhibition, actives largely listed as inhibitors; PGK/GAPDH coupled, Kinase-Glo luminescence, 60 min; actives 0.043% (n = 380,000); note: potency is the fitted concentration of half-maximal effect; % is set by controls: 0 for no effect and ±100 for the full control effect; nearly all actives have a fitted effect of over 60% in size
Target sequence (P07378 whole entry, looked up): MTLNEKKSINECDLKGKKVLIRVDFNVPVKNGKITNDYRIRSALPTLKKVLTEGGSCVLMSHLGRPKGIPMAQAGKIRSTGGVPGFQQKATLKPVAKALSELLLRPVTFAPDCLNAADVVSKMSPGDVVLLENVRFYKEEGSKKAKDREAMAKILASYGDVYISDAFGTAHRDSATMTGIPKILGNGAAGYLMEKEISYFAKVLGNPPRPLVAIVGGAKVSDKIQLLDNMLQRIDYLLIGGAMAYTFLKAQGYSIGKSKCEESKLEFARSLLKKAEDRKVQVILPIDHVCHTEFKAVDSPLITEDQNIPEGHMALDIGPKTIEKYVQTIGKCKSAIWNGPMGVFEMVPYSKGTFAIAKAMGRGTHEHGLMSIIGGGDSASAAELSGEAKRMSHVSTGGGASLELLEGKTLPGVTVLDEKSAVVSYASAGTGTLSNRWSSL
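Recombinant glycosomal PGK reaction used 1,3-bisphosphoglycerate generated in-well by GAPDH (100nM final) in 100mM TEA pH 7.6, 5mM MgCl2, 0.01% Tween-20. After 60 minutes at room temperature, ATP was read by Kinase-Glo Plus luminescence end-point.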
IDH1 R132H inh = blocks human mutant IDH1 R132H enzyme | IDH1-R132H enzyme, NADPH consumption, diaphorase/resazurin fluorescence | Potency, µM (highest dose often 76.6 µM), inactives show at the top dose activity change, negative = inhibition, most hits filed as inhibitors | actives 0.093% (n = 390,000) | AID 602179; note: potency is the fitted concentration of half-maximal effect; % is set by controls: 0 for no effect and ±100 for the full control effect; nearly all actives have a fitted effect of over 65% in size
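IDH1-R132H (0.5 ug/mL) preincubated 30 min with compound, then NADPH (0.016 mM) and alpha-KG (2 mM) added; 80 min at RT, pH 7.5. Remaining NADPH coupled via diaphorase/resazurin to fluorescence (540/590 nm); concentration-response curves normalized to no-enzyme control.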
* marks the source's active call; other numbers are inactive results; i = inactive; ? = inconclusive; / = not tested or not shown; & = joins results of further samples; [ ] = dose if it differs, or a comment. Unless noted, calls come from the whole dose curve; as a rule, active = well fitted curve in the direction sought with a large enough effect; inconclusive = small, poorly fitted or top-dose-only effect, or another doubt; inactive = no such curve, though single readings can be large; an effect the other way counts as inactive or inconclusive. A portion of the library; the hit share may differ from the screen's.

nr	Compound	Pin1 inhibitor	TrxR1 substrate	rTrxR1 inhibitor	USP1-UAF1 inh	PI4K2A inh	HP1b binding inh	GLS inh	Tb PGK inh	IDH1 R132H inh
1	Cn1c(=O)c(=O)n(C)c2cc(S(=O)(=O)N3CCCC3C(=O)NCc3cccs3)ccc21 (stereo unspecified)	-6%	2%	3%	-20%	-4	11%	-2%	i	11%
2	O=C(c1ccc(N2CCOCC2)c([N+](=O)[O-])c1)N1CCCCC1	-8%	?	?	-22%	-2	22%	-1%	-11%	6%
3	CCOc1ccc(S(=O)(=O)N2CCN(C3CC(=O)N(c4cccc(C(C)=O)c4)C3=O)CC2)cc1 (stereo unspecified)	19%	-3%	-5%	-16%	-2	29%	-6%	-9%	-2%
4	COc1ccc(OC)c(/C=N\NC(=O)CC(=O)NCCc2ccccc2)c1	-7%	10%[57.1 µM]	-11%[57.1 µM]	3%	0	34%[activator]	5%	7%	0%
5	CC1CCCC(C)N1NC(=S)Nc1ccc(OC(F)F)cc1 (stereo unspecified)	-6%	-11%	?	-12%	-1	28%	9%	-7%	1%
6	c1ccc(CCn2nnc3ccccc32)cc1	-3%	-4%	17%	-22%	3	16%	16%	i	3%
7	CCCCN(CC)CCCNC(=S)Nc1ccc2nc(N3CCN(CC)CC3)cc(C)c2c1	-16%	8%	-1%	-5%	-6	-11%	?	i	7%
8	CCC(=O)c1coc2ccc(O)cc12	-1%	-4%	-11%	-15%	1	11%	-9%	-10%	14%
9	CCCn1c(SCC(=O)NCc2ccc(F)cc2)n[nH]c1=O	-1%	2%[57.1 µM]	20%[57.1 µM]	1%	3	-14%	2%	-1%	-5%
10	COc1cc(/C=C2/C(=O)ON=C2c2ccccc2)ccc1O	-3%	-17%	13µM*	-11%	-1	-17%	4%	-4%	4%
11	NS(=O)(=O)c1ccc(CCNc2nc(C(F)(F)F)nc3ccccc23)cc1	-2%	-3%	0%	-19%	-2	0%	-2%	-9%	3%
12	O=C(c1cc(-c2ccncc2)nc2ccccc12)N1CCN(c2ccccc2O)CC1	4%	-3%	11%	-14%	-7	17%	6%	-3%	2%
13	CCC1CN(C(=O)Nc2cccc(C)c2)c2cc(C)ccc2O1 (stereo unspecified)	-5%	-2%	19%	-18%	5	42%[activator]	3%	0%	0%
14	Cn1c(C(=O)NCCCN2CCN(c3ccccc3F)CC2)cc2c(=O)[nH]c3ccccc3c21	-3%	18%	10%	-21%	8	17%	3%	-9%	5%
15	Cc1cc(OCC(=O)N2CCC(C(N)=O)CC2)c2c(C)cc(=O)oc2c1	-4%	197%[activator]	26%	-14%	1	20%	10%	i	7%
16	O=C(Nc1cccc(NC(=O)c2ccc(Br)o2)c1)c1ccccc1	0%&-3%	3%&-6%	-11%&4%	?	0&0	7%&29%	0%&3%	-10%&-5%	8%&13%
17	COc1ccccc1NC(=O)c1c(N=Cc2c(O)ccc3ccccc23)cnn1C	-3%	-5%	-1%	-3%	-3	?	-11%	-7%	11%
18	COc1ccc(CCNC(=O)c2c([S-])n(-c3ccc(C)cc3)c3cccc[n+]23)cc1	13%	-1%	18%	-17%	-2	-7%	-2%	-6%	-4%
19	Cc1cc(OCC(=O)NC(C)(C)C)ccc1Cl	-1%	-4%	-2%	-18%	-1	37%	3%	i	7%
20	COc1ccc(NC(=O)C2C3C=CC4(O3)C2C(=O)N(CCN2CCCCC2)C4C(=O)NC2CCCC(C)C2C)cc1 (stereo unspecified)	4%	-4%	-6%	-4%	-3	12%	6%	6%	15%
21	Cc1ccc(NC(=O)c2sc3nc4c(cc3c2N)CN(Cc2ccccc2)CC4)cc1	?	12%	35%	?	2	75%[activator]	0%	11%	-8%
22	Cc1cccc(NC(=O)CSc2nc(=O)n(Cc3ccncc3)c3c2CCC3)c1C	-5%	5%[57.1 µM]	14%[57.1 µM]	-13%	-2	10%	0%	i	4%
23	COc1cc(/C=C2\SC(=S)N(Nc3ncc(C(F)(F)F)cc3Cl)C2=O)cc(OC)c1OC	21%	-13%	-20%	?	3	?	-7%	-4%	6%
24	CCOC(=O)/C(C#N)=C/c1cc2ccc(C)cc2nc1Cl	42%[activator]	-6%	-21%	-14%	14	?	11%	i	4%

Random excerpt: three entries already listed, in no set order.
nr	Compound	Pin1 inhibitor	TrxR1 substrate	rTrxR1 inhibitor	USP1-UAF1 inh	PI4K2A inh	HP1b binding inh	GLS inh	Tb PGK inh	IDH1 R132H inh
19	Cc1cc(OCC(=O)NC(C)(C)C)ccc1Cl	-1%	-4%	-2%	-18%	-1	37%	3%	i	7%
23	COc1cc(/C=C2\SC(=S)N(Nc3ncc(C(F)(F)F)cc3Cl)C2=O)cc(OC)c1OC	21%	-13%	-20%	?	3	?	-7%	-4%	6%
18	COc1ccc(CCNC(=O)c2c([S-])n(-c3ccc(C)cc3)c3cccc[n+]23)cc1	13%	-1%	18%	-17%	-2	-7%	-2%	-6%	-4%

Next part.
nr	Compound	Pin1 inhibitor	TrxR1 substrate	rTrxR1 inhibitor	USP1-UAF1 inh	PI4K2A inh	HP1b binding inh	GLS inh	Tb PGK inh	IDH1 R132H inh
25	COc1ccc(C(=O)Nc2cccc(OC(=O)c3ccc(C)c(C)c3)c2)cc1	15%	-1%[57.1 µM]	21%[57.1 µM]	-22%	2	50%[activator]	0%	-1%	4%
26	CCCCN1CC(COc2ccccc2)Oc2cccc(F)c2S1(=O)=O (stereo unspecified)	?	5%	26%	-29%	-3	98%[activator]	0%	10%	-1%
27	Cc1cccc(-c2nc(CN3CCCC(C(=O)NC4CCCCC4)C3)c(C)o2)c1 (stereo unspecified)	10%	-6%	-10%	-8%	4	11%	1%	4%	2%
28	Cc1nc(SCC(=O)NC2CCCC2)[nH]c(=O)c1C	-1%	6%	18%	-7%	5	28%	-4%	-8%	13%
29	CCS(=O)(=O)N1CCC(C(=O)N2CCN(c3ccccc3)CC2)CC1	-4%	10%	12%	-11%	4	17%	15%	/	0%
30	O=c1c(Cc2c(F)cccc2Cl)c(O)ccn1Cc1ccc(F)cc1	-5%	10%[57.1 µM]	1%	-4%	6	15%	3%	-1%	6%
31	Cc1nc(CSc2n[nH]c(=O)n2-c2ccccc2)cs1	-8%	-3%	22%	-13%	0	54%[activator]	-8%	i	12%
32	Cc1cc(OCC(=O)Nc2ccc(S(=O)(=O)N3CCN(C)CC3)cc2)ccc1Cl	-12%	-4%	4%	-9%	0	51%[activator]	-4%	-11%	8%
33	COc1cccc(/C=N/NC(=O)CNC(=O)c2cccnc2)c1O	-6%	9%[57.1 µM]	-3%	-12%	-4	48%[activator]	1%	-10%	-1%
34	CCOc1cc(Br)cc(/C=N/NC(=O)c2cccnc2)c1O	21%	?	-8%	-19%	1	59%[activator]	3%	-1%	-3%
35	CC(=O)Nc1cccc(OCCCNS(=O)(=O)c2ccc(C#N)cc2)c1	9%	-4%	6%	-21%	5	46%[activator]	-13%	-7%	0%
36	O=C(CNS(=O)(=O)c1ccc2c(c1)OCCCO2)N1CCN(c2ccc(F)cc2)CC1	-3%	2%	15%	-7%	1	29%	14%	10%	0%
37	CC(C)C(=O)n1nc(-c2cccnc2)nc1NCc1cccs1	-1%	7%[57.1 µM]	7%[57.1 µM]	-9%	9	28%	5%	-9%	0%
38	Cc1[nH][nH]c(=O)c1N=Nc1ccc(F)cc1	-2%	-7%	0%	-9%	0	-6%	27%	5%	9%
39	CCn1c(=O)c(C(=O)NCCCO)c(O)c2ccccc21	2%	4%	7%	-1%	-7	2%	11%	-8%	6%
40	CC(=O)N1CCN(c2ccccc2NC(=O)c2cccc3c(Cl)cccc23)CC1	-6%	0%	33%	-15%	-2	29%	0%	-3%	10%
41	O=C(/C=C/c1cccs1)N1CCCCC1	-3%	3%[57.1 µM]	18%[57.1 µM]	-20%	-6	14%	-11%	-5%	6%
42	COc1ccc(-c2c(C3C4C=CCC(C)C4C(=O)N3Cc3ccccc3)ccc3ccccc23)cc1OC (stereo unspecified)	5%	-8%	3%	/	/	-3%	/	/	/
43	COc1ccc(NC(=O)c2cc(S(=O)(=O)N3CCCC3)c[nH]2)cc1	-11%	?	-16%	?	0	35%	-5%	1%	-1%
44	CCc1nnc(NC(=S)Nc2ccccc2)s1	0%	2%	?	-7%	2	19%	9%	12%	-4%
45	Fc1ccc(-c2noc3ncnc(Nc4ccc(F)cc4F)c23)cc1	33%[activator]	4%[57.1 µM]	-4%[57.1 µM]	-8%	-3	96%[activator]	-1%	-6%	1%
46	O=C(NN1C(=O)C2C(c3ccccc3)C=CC(c3ccccc3)C2C1=O)c1cccc(Br)c1 (stereo unspecified)	20%	-2%	0%	-9%	0	24%	17%	-9%	1%
47	CCCCOc1ccc(S(=O)(=O)NCc2csc(C)n2)cc1	2%	2%	5%	-16%	-6	25%	0%	i	6%
48	COc1cc([N+](=O)[O-])ccc1NC(=O)C[n+]1ccccc1	1%	-24%[57.1 µM]	-4%[57.1 µM]	-14%	-10	50%[activator]	-2%	i	8%
49	Cc1cc(C(=O)NC(CC(C)C)C(=O)O)cc(C)c1[N+](=O)[O-] (stereo unspecified)	-2%	11%[57.1 µM]	2%[57.1 µM]	-2%	-6	24%	-3%	7%	8%
